# IL1B secr inh = inhibitors of inflammasome signaling (IL-1 beta secretion). THP-1 LPS/ATP IL-1B secretion, AlphaLISA, 16 h; stronger effect = lower value. activity change, % at 57.5 µM. actives 4.7% (n = 360,000). AID 743279; in the data active = activity change below about -50%; inconclusive = mostly about -30% to -49%; note: % is set by controls: 0 for no effect and ±100 for the full control effect
#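 THP-1 cells pretreated 1 hr with compounds (up to 57.5 uM final), then stimulated with LPS (250 ng/mL final) plus ATP (1.25 mM final); secreted IL-1B measured by AlphaLISA after 16 hr, decreased signal indicating inhibition.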
# HT1080 IDH1KD tx = HT-1080 IDH1 knockdown cell toxicity (counter line); HT-1080 IDH1 knockdown viability, ATP luminescence, 48 h; Potency, µM (top dose mostly 46.1 µM), without a hit: at the highest dose activity, negative = toxicity, usual class: cytotoxic; actives 2% (n = 360,000); AID 686971;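 note: potency is the fitted concentration of half-maximal effect; 0% = DMSO wells and -100% = cell-free medium wells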
#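 In this qHTS, HT-1080 cells depleted of IDH1 are exposed for 48 h at 37 °C to compound titrations. Toxicity is scored from CellTiter-Glo luminescence, with DMSO as full viability and medium alone as none.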
# KB-3-1 cytotox = KB-3-1 parental cell cytotoxicity. actives 1.4% (n = 400,000). KB-3-1 viability, CellTiter-Glo ATP luminescence, 72 h. Potency, µM (top dose mostly 46.1 µM), inactives show at the highest dose activity change, negative = cytotoxic, usual class: cytotoxic; note: potency is the fitted concentration of half-maximal effect; % is set by controls: 0 for no effect and ±100 for the full control effect; nearly all actives have a fitted effect of over 60% in size
#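 Here the drug-naive KB-3-1 line serves as comparator for MDR sub-line selectivity; cells received compound titrations, 72 h at 37 °C, then CellTiter-Glo readout.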
# DRD3 agonist = agonists of human D3 dopamine receptor. D3R DiscoveRx beta-arrestin cells, luminescence, 90 min. P35462. actives 0.58% (n = 410,000). max activation, %; in the data active = max activation above about 30%; note: 0% is about no effect; mostly tested at two doses, the higher about 12 µM
# Target sequence (P35462 whole entry, looked up): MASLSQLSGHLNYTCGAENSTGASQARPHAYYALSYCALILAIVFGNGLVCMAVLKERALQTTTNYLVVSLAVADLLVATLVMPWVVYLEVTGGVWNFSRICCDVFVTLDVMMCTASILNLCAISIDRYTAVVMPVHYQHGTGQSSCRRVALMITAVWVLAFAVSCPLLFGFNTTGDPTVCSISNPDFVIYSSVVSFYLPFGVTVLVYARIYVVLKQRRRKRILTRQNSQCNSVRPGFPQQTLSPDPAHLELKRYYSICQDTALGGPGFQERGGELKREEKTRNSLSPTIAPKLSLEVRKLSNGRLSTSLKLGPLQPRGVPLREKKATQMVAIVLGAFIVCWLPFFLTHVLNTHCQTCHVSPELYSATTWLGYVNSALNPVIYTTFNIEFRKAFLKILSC
#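 Cells at 1500/well, incubated overnight, then treated with pinned compounds (dopamine as control) for 90 min at 37 degrees C. DiscoveRx reagent added for 30 - 60 minutes at room temperature; luminescence read.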
# SW480 rereplic = induces DNA re-replication in SW480 colon adenocarcinoma cells | SW480 DNA re-replication, Hoechst DNA content imaging, 48 h | Potency, µM (highest dose often 46.1 µM), for the others: at the highest dose re-replication activation, hits mostly activators | actives 1.8% (n = 340,000) | AID 624297; note: potency is the fitted concentration of half-maximal effect; % of control where 0% means no effect; nearly all actives have a fitted effect of over 55% in size
#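 Compounds, transferred as 23 nL by pin tool, were incubated with cells for 48 hr; DNA content per nucleus was then quantified by Hoechst staining and fluorescence plate imaging.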
# GLP1R cytotox = cytotoxicity in counter-screen for GLP-1R inverse agonists; HEK293 cAMP-luciferase reporter cells, luminescence, 24 h; AID 624418; actives 0.13% (n = 410,000); Potency, µM (top dose mostly 38.3 µM), for inactives: top-dose activity change, negative = inhibition, hits mostly inhibitors;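 note: loss of luciferase light is scored as toxicity; potency is the fitted concentration of half-maximal effect; % is set by controls: 0 for no effect and ±100 for the full control effect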
#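 1536-well qHTS counterscreen of the MLSMR; 200 cells/uL, 12 h pre-incubation, 23 nL cpd, 24 h at 37 deg C 5% CO2, luciferase detection reagent, 12 min RT, luminescence. Inhibition = undesired.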
# MCF10A rereplic = DNA re-replication induction in MCF 10a cells; MCF 10A DNA re-replication, Hoechst nuclear intensity, 48 h; Potency, µM (highest dose often 46.1 µM), for the others: at the top dose activity, positive = re-replication, actives largely listed as activators; actives 2.9% (n = 350,000); note: potency is the fitted concentration of half-maximal effect; % of control where 0% means no effect; nearly all actives have a fitted effect of over 50% in size
# KB-V1 cytotox = kills drug-selected multidrug resistant KB-V1 cells; KB-V1 MDR cells viability, CellTiter-Glo, 72 h; Potency, µM (titrated, usually from 46.1 µM), inactives show at the top dose activity change, negative = cytotoxicity, usual class: cytotoxic; actives 3.4% (n = 400,000); note: potency is the fitted concentration of half-maximal effect; % is set by controls: 0 for no effect and ±100 for the full control effect; nearly all actives have a fitted effect of over 60% in size
#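 Following 72 h at 37 degrees C with compound, KB-V1 cell viability was read by CellTiter-Glo luminescence, medium being phenol-red-free DMEM plus 10% FBS; concentration-response parameters came from normalized, curve-fitted qHTS data.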
# HT1080-NT tox = kills 2HG-producing HT-1080-NT fibrosarcoma cells. HT-1080-NT fibrosarcoma viability, CellTiter-Glo ATP luminescence, 48 h. AID 686970. Potency, µM (titrated, usually from 46.1 µM), without a hit: at the highest dose activity, negative = less viability, hits mostly cytotoxic. actives 1.6% (n = 360,000);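 note: NT is the 2HG producing partner of a matched IDH1 knockdown line; potency is the fitted concentration of half-maximal effect; 0% = DMSO-treated cells and -100% = media-only wells without cells; nearly all actives have a fitted effect of over 55% in size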
#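 Fibrosarcoma NT cells, 750 per well in 5% FBS RPMI, were exposed to compound for 48 hours. Viability: CellTiter-Glo luminescence.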
# Active calls of the source: *; i = inactive; ? = inconclusive; nt = no result given; & = joins results of further samples; [ ] = remark or other dose. Unless noted, calls come from the whole dose curve; as a rule, active = well fitted curve in the direction sought with a large enough effect; inconclusive = small, poorly fitted or top-dose-only effect, or another doubt; inactive = no such curve, though single readings can be large; an effect the other way counts as inactive or inconclusive.
Structure	IL1B secr inh	HT1080-NT tox	GLP1R cytotox	SW480 rereplic	HT1080 IDH1KD tx	MCF10A rereplic	KB-V1 cytotox	KB-3-1 cytotox	DRD3 agonist
CC12CCC(=O)N1C(C(=O)Nc1nc3ccc(F)cc3s1)CS2 (configuration not stated)	-10	0%	2%	-28%	2%	-8%	-3%	5%	-4
O=C(Nc1ccccc1F)N1CCCC1c1cccnc1 (configuration not stated)	22	11%	-3%	8%	11%	-1%	?	10%	-9
O=C1Nc2ccccc2C(=O)N2C[C@@H](O)C[C@H]12	5	15%	-1%	-10%	11%	3%	5%	6%	9
O=C(Nc1ccc2cccnc2c1)c1ccc(Br)cc1	-1	1%	12%	1%	2%	1%	-27%	-3%	-3
COc1ccc(NC(=S)N2CCNC(=O)C2CC(=O)Nc2cccc(Cl)c2C)cc1 (configuration not stated)	?	-15%	2%	0%	-13%	5%	14%	-2%	0
COc1ccc(C(CC(=O)c2ccccc2)S(=O)(=O)c2ccccc2)cc1 (configuration not stated)	-1	21%	68%	-15%	16%	-2%	-4%	0%	1
CC(=O)c1cccc(NC(=S)NC(=O)c2ccc(C)cc2Cl)c1	14	4%	4%	-17%	7%	2%	22%	0%	1
O=C(NCCC(=O)N(CCc1ccccc1)Cc1ccccc1)c1ccc(Br)cc1	-10	-1%	-2%	12%	-12%	?	-21%	2%	-10
CCC(=O)N1CCc2cc(S(=O)(=O)CCC(=O)Nc3ccc(C)c(F)c3)ccc21	23	-4%	5%	-4%	-7%	25%	-1%	0%	4
CC(=O)NC(c1ccc(F)c(F)c1)c1nc(-c2ccc3c(c2)OCO3)cs1 (configuration not stated)	-20	-3%	2%	nt	9%	nt	0%	0%	-9
CN(/N=C/c1ccc2c(c1)OCO2)c1ccccc1	0	-3%	-10%	-5%	-12%	1%	-23%	-4%	-1
COc1ccc(Cc2nc(-c3cccnc3)no2)cc1OC	-23	14%	0%	-23%	-1%	-4%	0%	0%	-9
CC1=C(C)C(=O)N(c2ccc(C(=O)O)cc2)C1=O	1	8%	-7%	-4%[9.22 µM]	10%	-19%	17%	35%	3
Cc1ccc(-c2nc(CNC(=O)Nc3ccccc3)c(C)o2)cc1	nt	nt	-1%	nt	nt	nt	0%	8%	7
CC(C)CCc1noc(CN2CCC(C(=O)N3CCOCC3)CC2)n1	13	2%	1%	-9%	-1%	-3%	-1%	-3%	1
O=C(NCCCc1ccccc1)C(=O)c1c[nH]c2ccccc12	-7	-1%	2%	?	-19%	?	-2%	-1%	-2

# Single values from the entries so far.
# CCC(=O)N1CCc2cc(S(=O)(=O)CCC(=O)Nc3ccc(C)c(F)c3)ccc21 – HT1080-NT tox: -4%
# O=C(NCCCc1ccccc1)C(=O)c1c[nH]c2ccccc12 – GLP1R cytotox: 2%

# Additional results.
Structure	IL1B secr inh	HT1080-NT tox	GLP1R cytotox	SW480 rereplic	HT1080 IDH1KD tx	MCF10A rereplic	KB-V1 cytotox	KB-3-1 cytotox	DRD3 agonist
CCOC(=O)C(C(=O)Nc1ccccn1)C1CCCCC1 (configuration not stated)	11	11%	0%	-26%	13%	0%	-6%	12%	2
C/C=C(\C)C(=O)OC(C)(C)[C@@H]1Cc2cc3ccc(=O)oc3cc2O1	-1	-5%	10%	-1%	1%	-12%	-20%	-7%	11
COc1ccc(C(=O)NCC(=O)N/N=C(\C)c2ccco2)cc1OC	11	5%	1%	-17%	1%	-3%	?	1%	-1
CCN1C[C@@H]2[C@@H]3C(=O)N(C)C(=O)[C@@H]3[C@](C)(C1=O)N2C(=O)c1ccc(Cl)c(Cl)c1	7	5%	0%	2%	14%	-3%	3%	?	-6
COc1ccc(C2CC(c3ccc(Cl)c(Cl)c3)Nc3nc(N)nn32)cc1 (configuration not stated)	-20	2%	2%	0%	5%	8%	13%	-7%	-1
COc1ccc(CNC(=O)CCC2N=C3c4ccccc4N=C(SCc4ccc(F)cc4)N3C2=O)cc1 (configuration not stated)	nt	nt	1%	nt	nt	nt	9%	9%	-4
Cc1ccc(NC(=S)N2CCN(S(=O)(=O)c3ccc(F)cc3)CC2)cc1	i	0%	-5%	?	19%	-29%	-29%	-1%	-5
CCCCNC(=S)NCc1ccc2[nH]c3c(c2c1)CCCC3	23	-1%	?	-16%	-8%	4%	21µM*	0%	-5
O=C(CSc1ccc2nnc(-c3ccc(F)cc3)n2n1)NCc1ccco1	12	-7%	-19%	-8%	14%	-1%	?	-1%	8
O=C(COC(=O)c1nc(Cl)ccc1Cl)Nc1ccc2c(c1)OCO2	49	7%	-1%	-2%	3%	-4%	-1%	2%	2
COc1ccc(NCc2nnc(SCC(=O)Nc3ccccc3)n2C)cc1	2	3%	1%	5%	1%	8%	0%	-5%	4
Cn1ccc2c(-c3ccc(CO)cc3)cc3c(c21)C1CCC3C1 (configuration not stated)	38	?	3%	nt	?	nt	11%	0%	-14
Oc1ccc(/C(Cc2ccccn2)=N\Nc2ccccc2)c(O)c1	-180*	?	-24%	?	9.2µM*	?	?	-8%	-1
CSCCC(NC(=O)/C(=C/c1ccc(F)cc1)NC(C)=O)C(=O)O (configuration not stated)	17	12%	6%[7.66 µM]	-1%	-3%	14%	-6%	-2%	5
COc1ccc(N2CCN(C(=O)c3ccc(C)c(NC(=O)c4nsc5ccccc45)c3)CC2)cc1	nt	nt	3%	nt	nt	nt	-3%	-2%	-6
CSC(=NC#N)N1CCN(c2ccc(Cl)cc2)CC1	19	-1%	-15%	1%	11%	?	0%	3%	5
CC(C)(O)c1[nH]c2ccc(C(F)(F)F)cc2c1C(C)(C)O	28	-2%	-1%	?	-2%	?	-7%	0%	-1
O=C(N1CCCCC1)C12CC3CC(CC(C3)C1)C2	18	14%	-5%	0%	6%	-5%	-14%	-2%	-7
O=C(NNC(=O)c1ccc(NC(=O)c2ccccc2)cc1)c1ccccc1	9	?	-11%	-88%[inhibitor]	?	-8%	0%	-1%	2
Cc1cc(=O)c2cc(C(=O)Nc3ccc(F)cc3)ccc2[nH]1	nt	nt	-1%	nt	nt	nt	6%	9%	-15
O=C(O)c1ccccc1C(=O)NC1CCCc2ccccc21 (configuration not stated)	-2	16%	-4%	-5%	11%	-3%	1%	3%	2
COc1ccc(S(N)(=O)=O)cc1C(=O)NCCCN1CCN(c2cccc(Cl)c2)CC1	9	9%	9%	25%	6%	0%	4%	-15%	5
Cc1ccc(-c2nc(SCC(=O)NCc3ccco3)c3c(=O)n(C)c(=O)n(C)c3n2)cc1	nt	nt	5%	nt	nt	nt	?	3%	5
COc1cc(C(C(=O)NC2CCCCC2)N(CCN2CCOCC2)C(=O)C2COc3ccccc3O2)cc(OC)c1OC (configuration not stated)	-2	?	4%	0%	22%	1%	-24%	-9%	6
O=C(Nc1ccc(NC(=O)c2ccc(Cl)cc2Cl)cc1)c1cccs1	64	?	-9%	19%	?	23%	27%	-18%	-2
Cc1c(Cc2ccc3c(c2)OCO3)sc(NC(=O)C(C)(C)C)c1C#N	14	-7%	-14%	?	-23%	1%	?	?	-1
Cc1ccc(-c2ccc(=O)n(CC(=O)NCCCN3CCCCC3C)n2)cc1 (configuration not stated)	-19	-7%	1%	-2%	-8%	-3%	0%	1%	-13
CC(=O)N1c2ccc(S(=O)(=O)NCCC(=O)Nc3ccc(C)cc3Br)cc2CC1C (configuration not stated)	nt	nt	-6%	nt	nt	nt	-17%	-1%	4
COCCNS(=O)(=O)c1cc(-c2nn3c(C)nnc3c3ccccc23)ccc1C	nt	nt	4%	nt	nt	nt	5%	0%	5
CCC1Oc2ccc(C)cc2N(CC(=O)NCCN2CCCCCC2)C1=O (configuration not stated)	?	9%	1%	9%	7%	-1%	?	-11%	-29
CCOC(=O)C(NC(=O)c1ccccc1)(OCc1ccc(F)cc1)C(F)(F)F (configuration not stated)	-5	-8%	-5%	-5%	-4%	-1%	-3%	1%	27
CCOC(=O)c1[nH]c(C)c(C(=O)N2CCN(c3ccc(OC)cc3)CC2)c1C	19	0%	-8%	-4%	0%	3%	-3%	16%	-5
O=C(CCc1ccccc1)N1N=C(c2ccncc2)CC1(O)C(F)(F)F (configuration not stated)	18	-1%	-3%	-3%	0%	-11%	-12%	0%	-15
COc1ccc(Cn2nnnc2CN(CCCN2CCOCC2)Cc2cc3cc(OC)ccc3[nH]c2=O)cc1	-19	-24%	0%	0%	-17%	11%	6%	15%	-11
COc1ccc(CCC(=O)Nc2c(-c3ccc(N(C)C)cc3)[nH][nH]c2=O)cc1	-23	-16%	-18%	nt	-27%	nt	8%	?	-7
CCN1C(=S)N[C@@H](c2cccc(F)c2)C(C(=O)OC)=C1C	2	9%	0%	-14%	12%	23%	?	11%	-7
O=C(O)c1ccc(Nc2nc3ccccc3nc2NS(=O)(=O)c2ccc(F)cc2)cc1	5	-11%	4%	-15%	-5%	23µM*	-11%	-18%	4
O=C(/C(=C/c1ccc(Cl)cc1)c1nc2ccccc2[nH]1)c1cccs1	-112*	16µM*	?	?	16µM*	5.2µM*	?	0%	-14
COc1ccc(-n2nc3c(c2NC(=O)CCl)CSC3)cc1	-107*	21µM*	100%[activator]	?	7.3µM*	4%	?	23µM*	-16
CCn1c(CCc2nc3ccccc3[nH]2)n[nH]c1=S	17	21%	15%	-1%	18%	4%	1%	?	4
COC(=O)c1ccccc1NC(=O)c1ccc(COc2cc(C)cc(C)c2)o1	-3	25%	0%&23%	21%	25%	?	0%&-23%	-7%&-3%	6&-3
O=C(CN1CCN(CC(=O)Nc2ccccn2)CC1)Nc1ccccn1	-2	6%	10%	-5%	9%	0%	4%	5%	-5
